MITF primary: inhibitors of human MITF | inhibition, % at 2.6 µM | AlphaScreen MITF homodimerization, bead proximity signal | hit rate 0.91% among 650,000; in the data active means inhibition above about 50%;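 further: 0% = vehicle wells with protein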
TEAD-YAP inh: TEAD-YAP interaction inhibition | hit rate 1.4% among 640,000 | HEK-TIYL cells, TEAD-Gal4/YAP UAS-luciferase luminescence | AID 1259422 | inhibition, % at 9.12 µM; in the data active means inhibition above about 32%;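 further: 0% = median of test compound wells and 100% = reference inhibitor wells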
FBW7 activator: human FBW7 E3 ligase activation, primary screen; Q969H0; AlphaScreen FBW7–phospho-cyclin E peptide binding, activator screen; normalized activity (activation), % at 26.1 µM; hit rate 0.13% among 650,000; AID 1259310; in the data active means normalized activity above about 1.9%;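 further: purified mutant Fbw7 with reduced substrate affinity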
Target sequence (Q969H0 whole entry, looked up): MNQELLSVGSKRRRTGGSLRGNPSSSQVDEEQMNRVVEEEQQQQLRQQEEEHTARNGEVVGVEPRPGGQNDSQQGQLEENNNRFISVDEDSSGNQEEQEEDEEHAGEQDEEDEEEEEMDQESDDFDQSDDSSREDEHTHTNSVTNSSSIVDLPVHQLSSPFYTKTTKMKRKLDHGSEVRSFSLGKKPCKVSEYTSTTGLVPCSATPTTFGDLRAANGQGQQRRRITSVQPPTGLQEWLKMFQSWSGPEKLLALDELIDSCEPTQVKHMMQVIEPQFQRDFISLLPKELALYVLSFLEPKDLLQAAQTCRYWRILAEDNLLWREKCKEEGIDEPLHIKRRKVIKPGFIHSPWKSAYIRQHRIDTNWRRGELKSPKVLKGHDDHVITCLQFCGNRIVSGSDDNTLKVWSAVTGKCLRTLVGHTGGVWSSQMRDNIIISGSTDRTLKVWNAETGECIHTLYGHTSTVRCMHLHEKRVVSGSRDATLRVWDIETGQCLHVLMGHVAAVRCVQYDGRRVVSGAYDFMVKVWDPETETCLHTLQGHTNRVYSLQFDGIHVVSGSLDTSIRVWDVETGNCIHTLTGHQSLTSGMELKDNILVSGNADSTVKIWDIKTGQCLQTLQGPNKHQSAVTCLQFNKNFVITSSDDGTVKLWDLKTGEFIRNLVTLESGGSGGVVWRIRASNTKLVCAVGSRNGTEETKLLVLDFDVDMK
GPR151 ag: activates the human receptor GPR151. Q8TDV0. PathHunter beta-arrestin GPR151 cells, luminescence. activation, % at 11.2 µM. hit rate 1% among 650,000. AID 1508602; in the data active means activation above about 4.9%;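 further: 0% = median of compound wells and 100% = cells with positive control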
Target sequence (Q8TDV0 whole entry, looked up): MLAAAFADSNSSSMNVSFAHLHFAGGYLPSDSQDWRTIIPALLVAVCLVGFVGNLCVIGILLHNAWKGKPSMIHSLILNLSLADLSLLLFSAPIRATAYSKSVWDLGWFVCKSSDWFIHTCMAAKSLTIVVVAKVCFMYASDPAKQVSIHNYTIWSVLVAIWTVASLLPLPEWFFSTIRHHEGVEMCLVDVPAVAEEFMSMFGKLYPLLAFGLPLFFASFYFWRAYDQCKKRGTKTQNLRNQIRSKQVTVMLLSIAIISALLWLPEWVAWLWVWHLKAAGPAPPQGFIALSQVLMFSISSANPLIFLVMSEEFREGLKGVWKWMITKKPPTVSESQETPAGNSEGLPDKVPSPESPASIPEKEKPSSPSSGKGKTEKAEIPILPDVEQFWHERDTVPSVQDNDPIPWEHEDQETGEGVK
Active calls of the source: *.

structure | MITF primary | TEAD-YAP inh | FBW7 activator | GPR151 ag
COc1ccc(CN2CCc3c(nc(N4CCCCC4)[nH]c3=O)C2)c(O)c1 | 10 | 0 | 0.1 | 0.9
CCOC(=O)c1cnc2ccc(OCC)cc2c1Nc1ccc(C)cc1C | -17 | -11 | 0.2 | 1.5
COC(=O)c1c(NC(=O)c2ccc(S(=O)(=O)N(C)c3ccccc3)cc2)sc2c1CC(C)(C)NC2(C)C | 10 | 8 | 0.1 | 1.1
CCOC(=O)c1oc2cc(NC(=O)c3cc(OC)cc(OC)c3)ccc2c1C | 16 | 0 | 0.1 | -0.7
COc1ccc(N2CCN(c3ncnc4c3c(-c3ccccc3)cn4-c3ccc(Cl)cc3)CC2)cc1 | -6 | 3 | 0.1 | -1.5
COc1ccc(C(OCC(O)CN2CCC(C(N)=O)CC2)c2ccc(OC)cc2)cc1 (stereo not given) | 3 | 0 | 0.4 | 3.1
O=c1oc2cc(OCc3cccc(C(F)(F)F)c3)ccc2c2c1CCC2 | -4 | -9 | 0.1 | -0.2
CN1CC[C@H](Oc2cc(C(=O)Nc3ccc4[nH]ncc4c3)ccn2)C1 | 19 | 18 | 0.3 | 4.0
O=C(Cc1cccs1)NC12CC3CC(CC(C3)C1)C2 | -4 | -8 | -0.1 | -0.4
COC(=O)C1=C(C)N(c2ccccc2)C(=O)/C1=C\c1ccc2c(c1)OCO2 | 16 | -46 | 0.4 | -0.5
O=S(=O)(Cc1nc2ccccc2s1)c1ccccc1 | 2 | -82 | 0.1 | -2.0
CCN(Cc1ccccc1)S(=O)(=O)c1c(C)n(C)c(=O)n(C)c1=O | -2 | -9 | 0.1 | -1.2
c1ccc(CSc2ccc(-n3cccn3)nn2)nc1 | -10 | -24 | 0.0 | 0.4
CCN1C(=O)C(C)(C)COc2ccc(NC(=O)Cc3cccc(C)c3)cc21 | 31 | -11 | -0.1 | -1.6
CCn1cc(CN2CCN(CCCc3ccccc3)C(CCO)C2)c(C)n1 (stereo not given) | 3 | 7 | -0.1 | 0.0

structure | MITF primary | TEAD-YAP inh | FBW7 activator | GPR151 ag
C=CCOc1ccc(C2/C(=C(/O)c3ccc(OC)cc3)C(=O)C(=O)N2CCCN(C)C)cc1 (stereo not given) | 9 | 10 | 0.2 | 1.0
CC(C)(C)Nc1nc(Cl)nc(NC2CCCC2)n1 | 5 | -11 | 0.0 | 2.0
CC(C)c1ccc2oc(=O)cc(CN3CCOCC3)c2c1 | 6 | -6 | 0.1 | -2.2
Cc1cc(C(=O)CN2C(=O)NC3(CCCc4ccccc43)C2=O)c(C)n1Cc1cccs1 (stereo not given) | 7 | 11 | 0.0 | -0.6
COc1c(C)cccc1C(=O)Nc1sc2c(c1C(N)=O)CCC(C)C2 (stereo not given) | -4 | -32 | 0.1 | -1.4
Cc1ccc(N=c2oc3c(C)ncc(CO)c3cc2C(=O)Nc2ccc3c(c2)OCO3)cc1 | 18 | 4 | 0.7 | -0.3
Cc1ccc(C2=NS(=O)(=O)N(C)C(C(=O)NCc3ccco3)=C2)cc1 | 5 | -1 | 0.0 | -1.5
CCOc1ccc2nc(NCCCNS(=O)(=O)c3ccccc3)c(C#N)cc2c1 | 8 | -1 | 0.5 | 0.8
COc1ccc(CN2CCCC(CNC(=O)c3ccc(F)cc3)C2)cc1OC (stereo not given) | 29 | 4 | 0.1 | -0.2
COc1ccc(NC(=O)c2sc3ncn(CC(=O)Nc4ccc(C)c(Cl)c4)c(=O)c3c2C)c(OC)c1 | -10 | 5 | 0.1 | 0.3
NS(=O)(=O)c1cc2c(cc1Cl)NC(c1cccc(Cl)c1Cl)NS2(=O)=O (stereo not given) | -10 | 8 | 0.2 | 0.4
O=C(c1cc2ccccc2cc1O)N1CCc2ccccc21 | 14 | 0 | 0.1 | 2.6
COc1cccc(NC(=O)CSC2=Nc3ccccc3C3=NCC(=O)N23)c1 | 13 | 2 | -0.1 | 0.7
Cc1ccc(/C=C(/NC(=O)c2ccccc2)C(=O)O)o1 | 21 | 9 | 0.0 | -0.3
O=C(c1cnn2cc(Br)cnc12)N1CCN(Cc2ccc3c(c2)OCO3)CC1 | 6 | 10 | -0.1 | 0.4

Single entries from above:
FBW7 activator result of CCOc1ccc2nc(NCCCNS(=O)(=O)c3ccccc3)c(C#N)cc2c1 is entered as 0.5
TEAD-YAP inh result of Cc1cc(C(=O)CN2C(=O)NC3(CCCc4ccccc43)C2=O)c(C)n1Cc1cccs1 (stereo not given) is entered as 11
TEAD-YAP inh result of COc1ccc(CN2CCCC(CNC(=O)c3ccc(F)cc3)C2)cc1OC (stereo not given) is entered as 4
MITF primary result of NS(=O)(=O)c1cc2c(cc1Cl)NC(c1cccc(Cl)c1Cl)NS2(=O)=O (stereo not given) is entered as -10

Quoted at random: two compounds from above.
structure | MITF primary | TEAD-YAP inh | FBW7 activator | GPR151 ag
c1ccc(CSc2ccc(-n3cccn3)nn2)nc1 | -10 | -24 | 0.0 | 0.4
NS(=O)(=O)c1cc2c(cc1Cl)NC(c1cccc(Cl)c1Cl)NS2(=O)=O (stereo not given) | -10 | 8 | 0.2 | 0.4

(further entries)
structure | MITF primary | TEAD-YAP inh | FBW7 activator | GPR151 ag
S=c1nc[nH]c2c1cnn2Cc1ccccc1 | 8 | 4 | -0.1 | 0.4
Cc1noc(C)c1NC(=O)NCc1csc(-c2cccs2)n1 | -12 | -3 | -0.4 | 3.0
OCCNCCc1ccncc1 | 48 | 1 | -0.4 | 1.5
Cc1ccccc1NS(=O)(=O)c1ccc2[nH]c(=O)sc2c1 | -33 | -1 | 0.2 | -1.6
CCCN1CC=C2C(C#N)=C(N)C(C#N)(C#N)C(c3cccc(Cl)c3Cl)C2C1 (stereo not given) | -1 | -3 | -0.1 | -0.8
Nc1nonc1C(=O)OCC(=O)Nc1ccccc1[N+](=O)[O-] | 13 | 1 | 1.4 | 0.1
COc1ccc(-c2nc(C)cc(NCCO)n2)cn1 | 12 | -14 | 1.0 | -2.3
COc1ccc(Nc2ncnc3c2c(-c2ccccc2)cn3-c2cccc(C)c2)cc1OC | 2 | 9 | 0.6 | -1.7
Cc1ccc(-c2csc(=Nc3cccc(C(F)(F)F)c3)n2CC(C)C)cc1 | -3 | 15 | 0.0 | -0.5
Cc1csc(Sc2ccc([N+](=O)[O-])cc2C(=O)NCC(c2ccco2)N(C)C)n1 (stereo not given) | -6 | -10 | -0.3 | 0.0
Cc1ccc(CN2CCN(CC(=O)NC3CCCC3)C2=O)cc1 | -4 | -7 | 0.0 | 0.1
CCOC(=O)c1c(NC(=O)CN2C(=O)c3ccccc3C2=O)sc2c1CCC2 | -3 | 7 | -0.1 | 0.5
COc1cccc(C(=O)N(CCCN2C(=O)c3cccc4cccc(c34)C2=O)c2ccccc2)c1 | -10 | -7 | 0.0 | 1.2
CCOC(=O)c1c(NC(=O)c2cc3n(n2)C(C(F)(F)F)CC(c2ccc(Cl)c(Cl)c2)N3)sc2c1CCCC2 (stereo not given) | 0 | -3 | 0.0 | -0.9
CCOC(=O)Nc1cc(NC(=O)OCC)c(C)nc1C | 8 | 0 | 0.0 | 1.5

structure | MITF primary | TEAD-YAP inh | FBW7 activator | GPR151 ag
Cc1ccc2ccccc2c1Cn1nnnc1N | -3 | -2 | 0.2 | 1.6
CC(C)(C)c1ccc(CNC23CN4CN(CN(C4)C2)C3)cc1 | 4 | -3 | 0.0 | 2.4
COc1ccc(C)cc1NC(=O)CCn1cccc1 | 1 | 12 | 0.2 | -0.7
COc1ccc(C(=O)Nc2nnc(Cc3cccs3)s2)cc1OC | 10 | 11 | 0.2 | 0.0
O=C(CN(Cc1ccccc1)S(=O)(=O)c1ccc(Br)cc1)Nc1ccccc1C(F)(F)F | -1 | 0 | 0.6 | 0.5
COc1ccc(CCNc2cc(NC3CCN(Cc4ccccc4)CC3)nc(N)n2)cc1 | -1 | 0 | -0.3 | 1.2
CC(C)CNC(=O)c1cn(C2CCCCC2)cc(C(=O)NCCCn2ccnc2)c1=O | -9 | -2 | 0.1 | -0.7
CCc1[nH]n2c(=O)cc(C)nc2c1-c1ccccc1 | 14 | 2 | -0.1 | -0.3
Cc1nn(C(=O)c2ccc(Cn3cnc([N+](=O)[O-])n3)o2)c(C)c1Br | 2 | -6 | -0.1 | 0.4
CC1(C)CC(NC(=O)c2ccco2)CC(C)(C)N1O | -1 | -16 | 0.1 | 0.1
O=C(COc1ccccc1Br)NC1CCCCC1 | -9 | -62 | -0.2 | 1.3
CCOC(=O)C1=C(N)OC2=C(C(=O)CCC2)C1c1cccc(Br)c1 (stereo not given) | 13 | 7 | 0.2 | 1.5
Cc1cc(C)n2nc(C(=O)N/N=C/c3cc(Cl)ccc3O)nc2n1 | 56* | 18 | -0.9 | -0.2
O=C(CN(Cc1ccccc1)S(=O)(=O)c1ccc(Cl)cc1)NC1CC1 | 4 | 4 | -0.2 | 0.2
COC(=O)c1cc(NC(=O)Nc2ccc([N+](=O)[O-])cc2)cc(C(=O)OC)c1 | 7 | 9 | 0.0 | -0.8

structure | MITF primary | TEAD-YAP inh | FBW7 activator | GPR151 ag
O=C(CN(Cc1ccccc1Cl)S(=O)(=O)c1ccc(Cl)cc1)N1CCOCC1 | -11 | 1 | -0.2 | -1.3
COC(=O)CCC(=O)Nc1ccc(Oc2ccc(NC(=O)CCC(=O)OC)cc2)cc1 | 6 | -4 | 0.0 | -0.6
Cc1c(/C=N/c2nc3ccc(Cl)cc3s2)c(O)n(C)c(=O)c1C#N | 5 | -4 | -0.1 | 2.4
CCc1nnc2sc(-c3ccc(C)c(NC(=O)COc4ccccc4[N+](=O)[O-])c3)nn12 | -3 | -10 | 0.1 | 0.4
CCOc1ccccc1C1C(C(=O)OC)=C(N)OC2=C1C(=O)CC(C)(C)C2 (stereo not given) | 4 | -6 | 0.2 | -1.4
c1ccc2c(c1)CN(CC13CC4CC(CC(C4)C1)C3)C2 | -5 | -1 | -0.1 | 2.6
O=C(Cc1c[nH]c2ccccc12)NCCn1nc(-c2cccs2)oc1=O | -8 | -1 | -0.1 | -1.1
CCOc1ccc2[nH]c(=O)c(CN(Cc3cccs3)C(=O)CC)cc2c1 | 10 | 33* | -0.1 | 0.8
CCOc1ccc(C(=O)Nc2nc(-c3ccc(I)cc3)cs2)cc1 | 4 | -12 | 0.1 | -0.8
NC(=O)c1ccc(-c2ncc(C(=O)Nc3ccccc3)s2)cc1 | 11 | 3 | 0.0 | -1.0
CCOc1cc(/C=N/n2c(C)csc2=NC(C)C)ccc1O | 9 | -22 | -0.3 | -1.1
O=C1c2ccc([N+](=O)[O-])cc2C(=O)N1CCC12CC3CC(CC(C3)C1)C2 | 11 | -2 | 0.0 | 0.9
Cc1ccc(S(=O)(=O)N(CCO)CC(O)Cn2c3ccccc3c3ccccc32)cc1 (stereo not given) | 4 | -6 | 0.1 | 2.1
Cc1ccc(C2CC(c3cccs3)=NN2C(=O)CSc2nnc(CNC(=O)COc3ccccc3)n2-c2cc(C)ccc2C)cc1 (stereo not given) | -10 | -5 | -0.1 | -0.1
Nc1nc(NCCN2CCOCC2)cc(Nc2ccc(N3CCOCC3)cc2)n1 | 24 | -3 | 0.1 | -0.6

structure | MITF primary | TEAD-YAP inh | FBW7 activator | GPR151 ag
CC(=O)C1=C(O)C(=O)N(CC(CC(=O)O)c2ccccc2)C1c1ccccc1F (stereo not given) | -3 | 1 | 0.0 | -1.0
CC(=O)c1cccc(-c2cc(C(=O)NCCO)ccn2)c1 | 7 | 9 | 0.3 | -0.5
Cc1cc(C(=O)O)c(-n2cccc2)s1 | 1 | -3 | -0.2 | 0.0
Cc1ccc2c(c1)C(c1ccccc1)CC(C)N2S(=O)(=O)c1cccc(Cl)c1 (stereo not given) | -7 | -1 | 0.1 | -0.1
CCOC(=O)c1ccc(NC(=O)c2cc3c(ccc4ccccc43)oc2=O)cc1 | -2 | -1 | 0.5 | -1.1
O=C(c1ccc(F)c(F)c1)N(Cc1ccsc1)C1CC1 | -4 | 7 | 0.0 | -0.7
NC(=O)c1cc(NC(=O)c2ccco2)ccc1N1CCCCC1 | -5 | -40 | 0.2 | 6.5*
Cc1cc(N)n(-c2ncnc3sc4c(c23)CCCC4)n1 | -6 | -4 | 0.0 | 0.3
CN(C)c1ccc(NC(=O)c2ccc(N(C)C)cc2)cc1 | 10 | -29 | -0.1 | 2.4
CCSc1nnc(C2CCCN(C(=O)NCc3ccccc3)C2)n1C (stereo not given) | 6 | 6 | -0.1 | -0.8
O=C(NCCN1CCOCC1)c1cccc(-c2nnc3cc(Nc4ccccc4Cl)ccn23)c1 | 1 | 3 | 0.1 | 0.7
CCCCOCC1CNC(=O)O1 (stereo not given) | 12 | -8 | 0.2 | 0.3
Cc1cccnc1NC(=O)Cc1cc(-c2cccs2)on1 | 6 | 2 | 0.1 | -1.1
CC(C)(C)c1ccc(C(=O)CSc2n[nH]c(=O)[nH]c2=O)cc1 | -3 | 2 | -0.1 | 2.9
Cc1ccc(C2CC(=O)n3c(nc4ccccc43)N2)cc1 (stereo not given) | 12 | -7 | -0.1 | 1.0
CC(NC(=O)NC1CCCCC1)C(c1ccccc1)N1CCOCC1 (stereo not given) | -6 | -1 | -0.1 | 0.8
O=C1CCCN1CCCNc1nc(-c2ccccc2)nc2nc[nH]c12 | 5 | 1 | -0.1 | 2.0
CCOC(=O)Cn1c(=O)n(CC(=O)OCC)c2ccccc21 | 3 | 0 | -0.2 | 0.1

Part of the list above, with values under each structure.
Below each SMILES – MITF primary | TEAD-YAP inh | FBW7 activator | GPR151 ag
CCCCOCC1CNC(=O)O1 (stereo not given)
  12 | -8 | 0.2 | 0.3
Cc1cccnc1NC(=O)Cc1cc(-c2cccs2)on1
  6 | 2 | 0.1 | -1.1
CC(C)(C)c1ccc(C(=O)CSc2n[nH]c(=O)[nH]c2=O)cc1
  -3 | 2 | -0.1 | 2.9

Source: PubChem BioAssay (The Scripps Research Institute Molecular Screening Center)
